UBC13 inh: inhibitors of human UBC13 polyubiquitin chain formation. AID 485273. P61088. 330,000 tested, 0.47% active. TR-FRET. inhibition, % at 20 µM; in the data active means inhibition above about 45%, passing the limit was not always enough; inconclusive means no clear call, values can overlap the other calls
Target sequence (P61088 whole entry, looked up): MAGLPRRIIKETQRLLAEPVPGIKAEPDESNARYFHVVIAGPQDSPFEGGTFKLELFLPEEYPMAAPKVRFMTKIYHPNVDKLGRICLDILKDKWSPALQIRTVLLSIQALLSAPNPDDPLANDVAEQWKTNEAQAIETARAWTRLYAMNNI
697 NFkB inh: lowers PMA/ionomycin-induced NF-kB signal in 697 B cells. 330,000 tested, 0.33% active. inhibition, % at 4 µM. AID 435022. 697 B-cell NF-kB luciferase reporter, 16 h; in the data active means inhibition above about 35%
EBI2 antag: blocks human EBI2 receptor beta-arrestin signaling; inhibition, % at 5 µM; 360,000 tested, 0.81% active; EBI2 beta-arrestin recruitment, luminescence, 7a,25-OHC stimulated; in the data active means inhibition above about 38%;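 further: enzyme fragment complementation signal reports receptor beta-arrestin coupling in cells; 0% = agonist plus DMSO wells and 100% = wells without agonist; some results beyond the cut were filed as inactive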
Target sequence (P32249 whole entry, looked up, the tested form may be a part): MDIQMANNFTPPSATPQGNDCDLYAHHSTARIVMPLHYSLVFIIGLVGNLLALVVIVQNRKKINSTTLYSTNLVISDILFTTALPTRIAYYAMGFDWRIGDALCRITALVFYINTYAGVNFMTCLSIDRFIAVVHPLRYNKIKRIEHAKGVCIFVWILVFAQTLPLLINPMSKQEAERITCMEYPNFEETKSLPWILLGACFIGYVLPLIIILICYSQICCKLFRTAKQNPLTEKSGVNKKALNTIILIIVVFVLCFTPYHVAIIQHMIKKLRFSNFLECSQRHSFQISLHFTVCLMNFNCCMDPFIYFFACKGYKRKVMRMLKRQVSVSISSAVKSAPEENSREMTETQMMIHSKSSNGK
CCR6 antagonist: antagonists of human CCR6 receptor; P51684; CHO-K1 CCR6 PathHunter beta-arrestin, luminescence, CCL20-stimulated; inhibition, % at 20 µM; 340,000 tested, 0.49% active; AID 493098;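 active means compounds whose inhibition of the agonist-driven luminescence signal at 20 µM reaches about 50%, limit read from the data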;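 further: cells stimulated with CCL20 at 14 nM final; plate controls were DMSO with CCL20 for no effect and DMSO without agonist for full effect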
CXCR6 block: blocks human CXCR6 beta-arrestin recruitment. inhibition, % at 20 µM. 360,000 tested, 0.36% active. CHO-K1 PathHunter CXCR6 beta-arrestin, luminescence. O00574; in the data active means inhibition above about 34%, passing the limit was not always enough;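 further: antagonist mode with CXCL16 agonist at 10 nM final; 0% = 10 nM CXCL16 with DMSO and 100% = unstimulated wells without agonist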
Gli-Sufu antag: Gli-Sufu pathway antagonism; Sufu-KO-LIGHT fibroblasts, Gli luciferase reporter luminescence; inhibition, % at 5 µM; 340,000 tested, 0.74% active;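 active means inhibition above about 55%, limit read from the data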;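 further: 0% = DMSO-treated cells and 100% = wells with medium but no cells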
Jurkat NFkB inh: lowers PMA/ionomycin-induced NF-kB signal in Jurkat cells; PMA/ionomycin-induced NF-kB luciferase reporter, luminescence; inhibition, % at 4 µM; 330,000 tested, 0.53% active; AID 435003; in the data active means inhibition above about 50%
APJ antag: APJ receptor antagonism. P35414. CHO-K1 APJ beta-arrestin complementation, luminescence. inhibition, % at 20 µM. 330,000 tested, 0.32% active;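 active means inhibition above about 40% at 20 µM, limit read from the data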;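 further: cells challenged with 10 nM apelin-13 agonist together with compound; plate controls were apelin-13 plus DMSO wells for no effect and DMSO wells lacking apelin-13 for full effect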
Target sequence (P35414 whole entry, looked up): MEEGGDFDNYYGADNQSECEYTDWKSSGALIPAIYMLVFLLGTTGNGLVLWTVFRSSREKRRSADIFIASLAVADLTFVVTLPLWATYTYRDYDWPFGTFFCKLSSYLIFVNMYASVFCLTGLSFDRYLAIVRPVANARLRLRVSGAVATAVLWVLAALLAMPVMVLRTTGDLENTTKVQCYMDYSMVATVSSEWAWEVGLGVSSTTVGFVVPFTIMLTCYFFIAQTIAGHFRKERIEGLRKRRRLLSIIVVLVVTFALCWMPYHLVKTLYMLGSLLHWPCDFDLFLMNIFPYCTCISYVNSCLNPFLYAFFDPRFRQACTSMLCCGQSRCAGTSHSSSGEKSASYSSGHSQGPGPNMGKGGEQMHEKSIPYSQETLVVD
The depositor's hits bear a star; ? = inconclusive; · = not tested or not shown.

SMILES,CXCR6 block,Jurkat NFkB inh,697 NFkB inh,APJ antag,UBC13 inh,CCR6 antagonist,Gli-Sufu antag,EBI2 antag
CC(/C=N/NC(=O)c1cc(-c2ccc3ccccc3c2)n[nH]1)=C\c1ccco1,-1,-58,-85,-31,-29,-1,-40,-11
CN(C)C(=O)c1c(NC(=O)c2ccco2)sc2c1CCCCC2,1,5,7,23,-2,-3,2,0
O=C(C1CCCC1)N1CCC(CC2CC(c3ccc(Cl)cc3)=NO2)(C(=O)NCC2CCCCC2)CC1 (stereo unspecified),17,14,6,0,-1,14,4,4
CC(C)Cc1nnc(NC(=O)CSc2nc(O)c(-c3ccccc3)c(=O)[nH]2)s1,-1,2,-2,-9,-8,10,-2,-5
Cc1ccc(S(=O)(=O)Nc2cccc(C(=O)NCCCN3CCOCC3)c2)cc1F,-10,-12,-1,12,-2,7,-5,-9
Cc1ccc(NC(=O)c2ccccc2OCC(=O)c2ccc(F)cc2)cc1,-2,-2,-7,-7,-11,-10,4,-14
COC(=O)C(Cc1ccccc1)N1CCS(=O)(=O)CC1 (stereo unspecified),6,11,13,-2,0,7,-1,0
O=C1c2cccc3cccc(c23)C(=O)N1c1nncs1,8,-9,15,15,-10,19,-13,0
O=C(c1cccc(F)c1)N1CCN(C(=O)c2cc(-c3ccc(Cl)cc3Cl)on2)CC1,10,20,1,1,-4,20,-16,44*
COc1ccc(-c2nnc(SCc3ccc(C(=O)O)cc3)n2N)cc1,-3,1,14,-2,2,3,0,7
CCC(=O)N(C(=O)CC)N1CCN(c2ccncc2S(=O)(=O)N2CCCCC2)CC1,3,29,11,-20,2,11,-19,5
O=C(Nc1ccccc1O)c1cc(S(=O)(=O)N2CCOCC2)ccc1Cl,-3,6,11,5,0,-1,-3,-1
O=C(O)CCCCCNc1ncnc2ccc(Br)cc12,1,6,8,3,?,16,5,14
COc1cccc(CNC(=O)CCS(=O)(=O)c2cc3c(cc2C)NC(=O)CO3)c1,-10,-2,-1,6,3,2,-15,-12
Nc1ccc(S(=O)(=O)c2ccc(N)c(N)c2)cc1,6,-9,19,-7,-1,14,4,-3
CC1CCCCN1S(=O)(=O)c1ccc(C(=O)Nc2ccccc2-c2nc3ccccc3s2)cc1 (stereo unspecified),5,-1,14,1,17,0,-6,1
CCOC(=O)C1=C(CC)Nc2ccccc2N=C1NC(=O)CCN1C(=O)C2CCCCC2C1=O (stereo unspecified),0,16,18,0,-4,17,31,-9
CO[C@@]1(NC(=O)C2SC(=C(C(N)=O)C(=O)O)S2)C(=O)N2C(C(=O)O)=C(CSc3nnnn3C)CS[C@@H]21 (stereo partly specified),9,1,8,11,6,-4,-3,-4
c1ccc2c(-c3csc(-c4ccncc4)n3)c[nH]c2c1,-5,-64,-33,-29,18,-10,14,13
COc1cc2c(cc1OC)C1(CCCC1)CNC2C (stereo unspecified),9,2,4,2,-2,0,-1,0
O=[N+]([O-])c1cc(C(F)(F)F)ccc1SCC(O)CO (stereo unspecified),-5,10,1,-11,-5,-16,·,-8
CC(Oc1ccc(Cl)cc1)C(=O)N(C)CC(=O)Nc1ccc(N2CCOCC2)cc1 (stereo unspecified),0,6,16,12,10,2,-2,10
CC(C)OCCCNC(=O)c1ccc(Br)cc1,-1,-21,-22,-2,-5,4,-30,-1
CCCCN1CC(=O)N2[C@H]3c4ccccc4OC[C@@H]3[C@H](C(=O)OCC)[C@]2(C)C1=O,-2,-13,15,0,15,3,2,-6
COc1ccc(C(=O)Nc2ccc3[nH]ncc3c2)cc1,-14,-71,-84,-10,6,-14,-62,6
CN(C)S(=O)(=O)N1CCN(c2cc(Cl)ccc2Cl)CC1,-4,0,-5,10,-1,0,4,1
Cc1cc(Br)ccc1NCc1ccccn1,2,-10,-15,8,0,15,-24,5
O=C(CCCC(=O)N/N=C/c1ccccc1C(=O)O)N/N=C/c1ccccc1C(=O)O,-4,3,8,16,-6,-6,3,3
Cc1onc(-c2c(F)cccc2Cl)c1C(=O)NC(C)c1ccccc1 (stereo unspecified),0,-17,-5,-9,2,8,50,-3
Cc1cnc(C(=O)Nc2ccccc2-n2cccc2)cn1,-7,-12,5,11,0,-11,-8,2
COc1ccc(C(=O)NCC(=O)N2CCCC(C)C2)cc1OC (stereo unspecified),-1,-1,-7,-6,1,-2,-20,-10
CC(C)(C)NS(=O)(=O)c1ccc(NC(=O)CS(=O)(=O)Cc2ccccc2)cc1,0,-14,11,-2,-1,2,-7,-7
CCCn1nc(C(=O)N2CCN(c3ccccn3)CC2)c2ccccc2c1=O,1,-6,-27,1,-4,8,-21,1
COc1ccnc(Oc2ccccc2)c1C(=O)N/C=N/OCc1ccccc1F,-4,-17,-18,-22,5,2,3,-4
CN1CCc2c(sc3c2c(NCc2ccco2)nc2nnnn23)C1,1,11,4,5,0,4,4,-3
Cc1cc(C)n2nc(SC(C)C(=O)N3CCOCC3)nc2n1 (stereo unspecified),1,11,12,11,-2,-3,-5,-2
COc1cc(NS(=O)(=O)c2ccc(N/C=C\C(=O)c3ccc(OC)c(OC)c3)cc2)nc(OC)n1,3,8,13,-13,0,-4,-4,-1
O=[N+]([O-])c1ccccc1/C=N/Nc1nc(N2CCCC2)nc(N2CCCC2)n1,3,-21,17,10,-16,3,13,2
CC(=O)Nc1ccc(S(=O)(=O)Nc2cc(C)cn(Cc3ccccc3)c2=O)cc1,2,-9,-3,4,-10,11,25,9
Cc1cc(S(=O)(=O)Nc2c(C)nc3nc[nH]n3c2=O)ccc1F,2,-9,1,9,-3,2,6,-2
N=c1oc2cc(O)ccc2cc1C(=O)Nc1ccc(Cl)cc1,-30,-60,-145,-25,14,-32,-76,-7
O=C(NC(=O)c1ccccc1)NC(=O)c1ccccc1,-1,-8,6,1,4,-3,6,-9
O=C1OCCC1Sc1nc2ccccc2c(=O)n1Cc1ccc(F)cc1 (stereo unspecified),-3,14,-34,13,18,17,3,-17
FC(F)(F)c1cc(CCN2CCNC[C@H]2Cc2cccc3ccccc23)cc(C(F)(F)F)c1,-4,20,36*,24,96*,-2,-4,-18
CCOc1cc(C(=O)N(C)Cc2cc3ccccc3[nH]c2=O)cc(OCC)c1OCC,-8,3,-2,9,-7,-5,3,-9
O=C(CCC1CCCC1)N1CCN(C(=O)C2CC2)CC1,3,-2,-39,-6,0,9,5,3
CC1CC2(C)C(=CC1=O)CCC1C2C(O)CC2(C)C1CCC2(O)C(=O)CO (stereo unspecified),-4,·,·,·,·,4,10,-4
Fc1ccccc1Nc1n[nH]c(=S)s1,5,-10,-8,8,-5,6,-9,-6
CCCCC(=O)Nc1cc(C)c2c(=O)oc3ccccc3c2n1,-5,-4,5,-18,-3,7,3,-20
C#Cc1cccc(-n2nnc(C(=O)OC)c2-c2ccccc2)c1,-2,-5,-18,0,1,2,-13,7
COCCn1c(SCc2ccc(C(=O)OC)o2)nc2ccccc2c1=O,13,6,-26,10,12,0,8,7
COc1cc(C)ccc1S(=O)(=O)N1CCCCCC1,-7,-13,-25,-1,0,0,-6,-4
O=C(N/N=C/c1sc(=O)[nH]c1-[n+]1ccc2ccccc2c1)c1ccccc1[O-],8,-4,-1,6,-55,18,-9,13
COCCNCC(=O)N1CCCCCC1,-4,3,9,0,15,7,10,-16
O=C(CSc1nnc(CNC(=O)c2ccccc2)o1)c1ccccc1,-9,-3,1,18,1,8,15,9
Oc1ccc(Cl)cc1Sc1cc(Cl)ccc1O,17,·,·,·,·,15,1,-4
C=CCSc1nc2c(c(=O)[nH]c(=O)n2C)n1C(C)C,-4,-2,10,1,0,4,2,-10
Cc1ccc(OCCNC(=O)c2ccc3ccccc3n2)cc1,5,-2,-2,20,-4,-1,21,18
COc1ccc(/C=N/NC(=O)CCn2nc(C)cc2C)cc1O,-6,1,10,-14,4,6,6,-13
CCOc1cccc(/C=C2/NC(=O)N(CC(=O)Nc3cccc(C)c3)C2=O)c1O,4,-17,15,19,-14,5,3,-4

More entries follow:
SMILES,CXCR6 block,Jurkat NFkB inh,697 NFkB inh,APJ antag,UBC13 inh,CCR6 antagonist,Gli-Sufu antag,EBI2 antag
CCCCn1c(SCC(=O)c2ccccc2)nc2ccsc2c1=O,-1,5,-11,10,14,-17,8,-1
CCOc1ccc(C2c3c(oc4ccccc4c3=O)C(=O)N2CCCN2CCOCC2)cc1OCC (stereo unspecified),5,-4,-1,13,2,11,-12,3
COc1ccc(C(=O)c2cnc3ccccc3c2-c2ccccc2)cc1,13,11,4,17,2,23,3,10
COc1c(NC(C)=O)c2c(c([N+](=O)[O-])c1OC)C(=O)OC2,-3,·,·,·,·,8,7,-3
C=CCNc1nc(-c2ccc([N+](=O)[O-])cc2)cs1,8,-112,-174,-21,-17,15,-73,-12
Cn1cc(S(=O)(=O)Nc2ccc3c(c2)OCCO3)cn1,-8,9,-15,-7,-2,-8,7,-3
COC(=O)c1ccsc1NS(=O)(=O)c1ccccc1,-6,5,-8,1,-2,4,4,-1
C#CCNC(=O)C1=C[C@H](c2ccc(C#C)cc2)C[C@H](OCc2ccc(CO)cc2)O1,10,-14,11,-55,-17,15,10,9
Cc1ccc(NC(=O)CN2C(=O)NC(C)(C3CC3)C2=O)cc1S(=O)(=O)N1CCCCC1 (stereo unspecified),2,7,11,15,6,11,0,8
COC(=O)Cn1c(=NC(=O)c2ccc(OC)cc2)sc2cc(OC)ccc21,8,9,-18,5,39,5,12,11
COc1ccc(C(C(=O)NCC2CCCO2)N(Cc2ccc(F)cc2)C(=O)CNC(=O)c2ccco2)cc1OC (stereo unspecified),-5,0,-17,24,0,11,-10,6
Cc1cc2c(c(=O)n1C1CC1)C(c1cccc(Cl)c1)C(C#N)=C(N)O2 (stereo unspecified),0,0,-2,-12,8,1,-5,-3
COc1ccc(NC(=O)CSc2nc3c(c(-c4cccs4)c2C#N)CN(C)CC3)cc1OC,-9,8,-3,-33,-17,9,2,-3
O=C(C1=NNCC1c1ccc(Cl)cc1)C1CO1 (stereo unspecified),4,·,·,·,·,5,-2,5
CCCC(c1nnnn1C1CCCCC1)N1CCN(C2CCCC2)CC1 (stereo unspecified),-1,-6,6,11,1,12,12,-9
FC(F)(F)c1cc(-c2ccco2)nc(-n2nnc3ccccc32)n1,0,-4,1,10,0,-11,-5,-2
COc1ccc(-c2noc(COc3ccc(Cl)c(C)c3)n2)cc1,3,14,8,7,0,8,3,-6
O=C(NCc1ccccc1)c1onc(CSc2ccccn2)c1C(=O)NCc1ccccc1,-1,-4,23,18,10,12,3,5
O=C(NC1CCN(C(=O)Nc2ccccc2Cl)CC1)c1ccccc1,-2,-17,-5,-8,0,-7,10,2
CCC1CCCCN1C(=O)Nc1cc(Cl)ccc1OC (stereo unspecified),3,-4,14,5,4,8,2,5

Some values from the results shown:
Result of Cc1cnc(C(=O)Nc2ccccc2-n2cccc2)cn1 in APJ antag: 11
Result of COc1ccnc(Oc2ccccc2)c1C(=O)N/C=N/OCc1ccccc1F in UBC13 inh: 5

Later entries.
SMILES,CXCR6 block,Jurkat NFkB inh,697 NFkB inh,APJ antag,UBC13 inh,CCR6 antagonist,Gli-Sufu antag,EBI2 antag
O=C(COc1cccc([N+](=O)[O-])c1)NN1C(=O)c2ccccc2C1=O,2,-7,-7,2,0,4,3,1
COc1cccc(CN2CCc3[nH]c(=S)[nH]c(=O)c3C2)c1,10,-32,-46,-6,2,9,3,-3
CCC(C)(C)NC(=O)C(c1ccccc1F)N(C(=O)c1ccn[nH]1)c1ccccc1 (stereo unspecified),8,8,6,18,-3,1,-4,-3
Cc1ccc(NC(=O)C(C)OC(=O)Cc2c[nH]c3ccccc23)cc1S(=O)(=O)N1CCOCC1 (stereo unspecified),3,-2,-8,-13,6,9,-6,16

Screening results: PubChem BioAssay, Sanford-Burnham Center for Chemical Genomics
